G6PDH counter – counter-screen for G6PDH assay hits: L. mesenteroides G6PDH inhibition; Purified L. mesenteroides G6PDH, diaphorase/resazurin coupled fluorescence, 45 min; inhibition, % at 5 µM; 200,000 tested, 0.12% active; AID 1020; in the data active = inhibition above about 50%
Diaph inh CS – diaphorase inhibition or chemical oxidation counter-screen; 190,000 tested, 0.69% active; diaphorase resazurin-to-resorufin fluorescence, NADH, 16 min; bacterial (C. kluyveri) enzyme, not human; AID 1217; inhibition, % at 20 µM;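 active = primary screen inhibition at 20 µM above a set limit, cut at about 50% in these data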;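 note: plate controls were DMSO with full reaction for no effect and wells lacking NADH for full effect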
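Detection: fluorescence of resorufin formed from resazurin, Ex 544/Em 590 nm; test system: Clostridium kluyveri diaphorase enzyme; amount: 0.14 U/mL diaphorase, enzyme working solution; times: 16-min room-temperature incubation before reading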
Hsp70 activator – transcriptional activators of Hsp70 | 200,000 tested, 0.04% active | activation, % at 10 µM | HeLa Hsp70 promoter luciferase reporter, luminescence; scaled: vehicle 0, proteasome-inhibitor control 100%;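 active = activation above the mean across all tested compounds plus 3 SD, cutoff set per campaign, cut at about 5.5% in these data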;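 note: 100% = MG132 at 30 µM as the positive control and 0% = DMSO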
STAT1 blocker – inhibitors of IFN-gamma induced STAT1 signaling; NIH 3T3 STAT1-luciferase reporter, luminescence; inhibition, % at 5.5 µM; 200,000 tested, 0.35% active; AID 920;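 active = inhibition above a set limit, the mean inhibition across all tested compounds plus 3 SD, cut at about 34% in these data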;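 note: 0% = IFN-gamma with DMSO and 100% = IFN-gamma with 300 µM nifuroxazide; values of inactives mirror those of a sister screen read the other way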
STAT1 act – activators of IFN-gamma induced STAT1 signaling. NIH 3T3 STAT1-luciferase reporter, luminescence; 100% = IFN-gamma alone, no compound. 200,000 tested, 2.6% active. activation (% of control), % at 5.5 µM;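 active = activation above the screen-wide mean activation plus 3 SD, cut at about 130% in these data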;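 note: raw ratio to IFN-gamma control signal so 100% means no change and 0% no light; values of inactives mirror those of a sister screen read the other way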
STAT3 inh – inhibitors of IL-6 induced STAT3 signaling. AID 862. inhibition, % at 5.5 µM. 190,000 tested, 0.89% active. U3A cells, IL-6 STAT3-luciferase reporter, luminescence; host cell line lacks STAT1;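 active = inhibition above the mean inhibition across all screened compounds plus 3 SD, cut at about 44% in these data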;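 note: 0% = DMSO only wells and 100% = 100 µM nifuroxazide control wells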
STAT3 act – increases IL-6 driven STAT3 reporter signal | AID 871 | U3A cells, IL-6 STAT3-luciferase reporter, luminescence; 100% = signal with IL-6 EC80 alone | activation (% of control), % at 5.6 µM | 190,000 tested, 0.91% active;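 active = activation above the screen-wide mean of compound activation plus 3 SD, cut at about 130% in these data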;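 note: 0% = background luminescence of wells with medium and substrate only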
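Test system: human U3A cells carrying STAT3-luciferase construct; control set: IL-6-only wells as 100% reference; timing: compound pre-incubation 1 h before IL-6, then 6 h stimulation at 37 °C; also added: IL-6 stimulus at 33 ng/mL final; evaluation: % activation versus median of IL-6-stimulated wells; detection: reporter luminescence signal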
TLR4 MyD88 comp – blocks binding of human TLR4 to MyD88 | HeLa CL3-4 TLR4/MyD88 BLA complementation, FRET ratio | inhibition, % at 8.4 µM | 200,000 tested, 0.18% active | AID 861; in the data active = inhibition above about 25%;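 note: 0% = vehicle and 100% = reference inhibitor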
Target sequence (O00206 whole entry, looked up): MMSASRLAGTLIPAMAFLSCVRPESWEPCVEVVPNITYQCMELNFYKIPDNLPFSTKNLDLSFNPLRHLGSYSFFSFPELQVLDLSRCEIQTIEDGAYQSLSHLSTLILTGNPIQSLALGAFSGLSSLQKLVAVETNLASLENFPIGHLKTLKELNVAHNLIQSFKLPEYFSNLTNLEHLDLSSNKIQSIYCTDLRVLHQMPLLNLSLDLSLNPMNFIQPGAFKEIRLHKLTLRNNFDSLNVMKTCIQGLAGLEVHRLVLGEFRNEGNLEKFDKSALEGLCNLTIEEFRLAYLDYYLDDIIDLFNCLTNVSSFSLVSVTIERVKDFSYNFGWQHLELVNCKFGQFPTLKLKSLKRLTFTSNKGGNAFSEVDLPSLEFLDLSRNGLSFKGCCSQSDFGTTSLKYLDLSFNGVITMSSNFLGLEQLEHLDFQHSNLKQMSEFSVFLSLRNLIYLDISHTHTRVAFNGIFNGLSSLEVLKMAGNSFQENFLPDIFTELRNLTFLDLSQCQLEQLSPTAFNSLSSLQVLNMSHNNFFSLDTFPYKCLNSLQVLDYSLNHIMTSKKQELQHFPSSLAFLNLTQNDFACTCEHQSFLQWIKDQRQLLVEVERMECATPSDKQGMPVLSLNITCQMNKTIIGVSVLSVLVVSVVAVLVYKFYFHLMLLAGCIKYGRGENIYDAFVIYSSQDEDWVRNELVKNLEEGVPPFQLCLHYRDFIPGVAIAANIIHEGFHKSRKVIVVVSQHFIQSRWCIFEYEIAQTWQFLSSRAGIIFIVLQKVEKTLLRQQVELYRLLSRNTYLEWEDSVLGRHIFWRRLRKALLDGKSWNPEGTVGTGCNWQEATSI
Target sequence (Q99836 whole entry, looked up): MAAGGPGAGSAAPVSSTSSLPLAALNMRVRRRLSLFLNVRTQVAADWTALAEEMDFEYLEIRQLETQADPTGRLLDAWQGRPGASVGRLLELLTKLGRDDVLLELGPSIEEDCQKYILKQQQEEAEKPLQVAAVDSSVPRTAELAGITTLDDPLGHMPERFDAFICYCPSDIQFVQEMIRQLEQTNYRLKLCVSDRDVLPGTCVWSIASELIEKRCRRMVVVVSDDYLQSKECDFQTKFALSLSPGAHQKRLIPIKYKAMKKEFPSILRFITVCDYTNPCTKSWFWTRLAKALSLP
Diaph act CS – diaphorase activation or chemical reduction counter-screen; Diaphorase/resazurin coupled assay, resorufin fluorescence, 16 min; active compounds read high; 1 = vehicle wells, 0 = NADH-free wells; activation factor at 20 µM; 190,000 tested, 0.005% active;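 active = diaphorase activity raised at least twofold by the compound at 20 µM; inactive = activation factor below 2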
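Material: Purified diaphorase enzyme from Clostridium kluyveri | Buffer or medium: 50 mM HEPES pH 7.4 with 4.542 mM MgCl2, 0.005% Tween 20 | Times: 16 min enzyme reaction, ambient temperature | Signal: Red resorufin fluorescence at 544/590 nm excitation/emission | Measure: Increased resorufin signal from activators or reducing compounds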
APP transl inh – APP translation inhibition | SH-SY5Y APP 5'UTR-luciferase reporter, luminescence | inhibition, % at 2 µM | 190,000 tested, 0.82% active | AID 1285;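 active = inhibition above a set limit, derived from the sample mean plus 3 SD, cut at about 45% in these data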; note: values of inactives mirror those of a sister screen read the other way
The depositor's hits bear a star; / = no result given; & = joins results of further samples. Outcome played no part in choosing rows; 6.1% or so of the library scored in one or more.

SMILES	G6PDH counter	Diaph inh CS	Hsp70 activator	STAT1 blocker	STAT1 act	STAT3 inh	STAT3 act	TLR4 MyD88 comp	Diaph act CS	APP transl inh
Cn1cccc1CNC(=S)Nc1cc(F)cc(F)c1	3	-6	-0.2	2	98	11	93	-4	1.1	15
COc1ccc(C2C(C(C)=O)=C(O)C(=O)N2CCCn2ccnc2)cc1 (centres undefined)	16	5	-0.4	4	97	6	104	-15	0.9	-16
Cc1nn(-c2ccc([N+](=O)[O-])cc2)c(N)c1-c1ccccc1	4	-2	0.5	-65	164*	-6	109	-5	1	-152
Nc1ccc(Sc2ccc([N+](=O)[O-])cc2)cc1	6	14	0.0	-2	101	33	78	-1	0.9	-19
COC(=O)c1ccc(/C=N/NC(=O)CNc2cccc(C)c2)cc1	0	3	-0.2	-5	106	1	100	-10	1	15
CC(c1ccccc1)N1C(=O)C2C3CCC(C3)C2C1=O (centres undefined)	6	7	-0.3	-8	107	12	94	-16	0.9	7
CC(C)OC(=O)CC1C(=O)NCCN1C(=S)NC(=O)c1ccccc1 (centres undefined)	7	-5	-0.1	-7	104	5	103	-18	1.1	-14
CC(=O)Nc1cc(-c2nn3c(C)nnc3s2)ccc1C	10	20	-0.4	-6	106	-2	106	5	0.8	-2
Cc1c(C(=O)N/N=C/c2cccs2)nc2ccccn12	6	8	-0.3	-19	117	-3	108	0	0.9	11
CCCC(=O)NC(c1ccco1)c1c(O)ccc2ccccc12 (centres undefined)	-14	44	-0.4	-12	122	-1	110	6	0.6	2
COc1ccc2c(c1)OC(O)(C(F)(F)F)CC2=O (centres undefined)	4	5	-0.2	-3	103	14	90	-13	0.9	-10
COc1ccc(N(C(=O)c2cccnc2)S(=O)(=O)c2ccc3c4c(cccc24)C(=O)N3C)cc1	12	28	-0.3	-1	100	2	102	-4	0.7	11
CC(C(=O)NCC1CCCO1)N(C(=O)c1snc(C(N)=O)c1N)c1ccccc1 (centres undefined)	-6	9	-0.4	3	97	1	99	-9	0.9	9
CCOc1ccc(OCCSc2nc3ccccc3o2)cc1	-7	2	-0.2	0	100	-4	104	-11	1	17
O=C1CN(CC(=O)N2CCCCC2)c2ccccc2O1	34	13	-0.2	5	96	0	109	-3	0.9	0
O=C(Cc1cccc2ccccc12)Nc1ccc(-c2cc3ccccc3oc2=O)cc1	-53	26	-0.1	31	72	28	82	1	0.7	34
COc1cc(OC)cc(C(=O)N2CCN(Cc3ccccc3[N+](=O)[O-])CC2)c1	14	29	-0.4	9	92	-3	103	-9	0.7	18
Cc1cccc(NC(=S)N2CCN(c3cc(C)ccc3C)CC2)c1	8	9	0.0	12	89	4	95	-1	0.9	4
O=C(CCSc1ccccc1)Nc1nc2c(s1)CCCC2	4	22	-0.1	-15	114	-15	113	-1	0.8	1
Cc1cccc(NC(=O)CCC(=O)N/N=C/c2ccco2)c1C	4	-8	-0.1	-7	106	-7	105	15	1.1	-4
Cc1cccc(-c2noc(Cc3ccccc3)n2)c1	-2	13	-0.1	-38	135*	1	108	-25	0.9	-42
CC1C(=O)Nc2ccccc2N1C(=O)C1CC1 (centres undefined)	10	6	0.1	3	97	7	99	1	0.9	-19
NS(=O)(=O)c1ccc(NC(=S)Nc2ccc(OCc3ccccc3)cc2)cc1	6	-4	-0.2	2	96	-3	107	9	1	-8
CCOc1ccc(NC(=O)c2ccncc2)cc1	4	16	-0.3	-4	104	9	96	4	0.8	-2
CCCCN(C)CCCNC(=O)c1cccc(N2CCCC2=O)c1	0	1	-0.3	1	99	6	94	3	1	12
Clc1ccc(Cl)c(-c2nn3c(COc4ccccc4)nnc3s2)c1	-25	3	-0.2	5	91	-7	109	6	1	-20
c1ccc(C(c2ccccc2)c2noc(CN3CCN(C4CCCC4)CC3)n2)cc1	9	8	-0.3	3	96	8	95	-6	0.9	4
COc1ccc(CC(=O)n2nc(-c3ccccc3)nc2NCc2ccco2)cc1	-10	25	-0.3	-9	108	4	99	-33	0.7	-46
COc1cccc(/C=C2\SC(=O)N(CCC(=O)NNC(=O)c3ccccc3Cl)C2=O)c1	-2	7	-0.2	7	94	2	101	5	0.9	-6
C=CCc1cc(C)ccc1OCCOCCC(C(=O)OCC)C(=O)OCC	14	6	-0.2	5	96	14	95	4	0.9	20
CCOC(=O)N1CCN(C(=O)c2ccc(NC(C)=O)cc2)CC1	3	14	-0.2	5	95	3	101	2	0.9	-1
COc1cccc(NC(=O)CCP(C)(=O)O)c1	5	0	-0.2	-1	101	11	96	1	1	/
COC(=O)c1ccccc1NC(=O)CN1CCN(C23CC4CC(CC(C4)C2)C3)CC1	2	12	0.4	-4	105	3	103	10	0.9	1
COC(=O)c1ccc(-n2cnc(Cl)n2)c(F)c1	-4	6	0.0	6	95	18	87	12	0.9	5
CCOC(=O)C1=C(O)/C(=C/N(C)C)N=C1C	2	11	-0.5	-4	103	0	104	-8	0.9	-5
CC(C)Oc1ccc(S(=O)(=O)N(C(C)C)C(C)C)cn1	8	2	-0.1	-2	102	-5	108	13	1	-22
CC1CCN(CCc2nc3cc(NC(=O)NC4CCCCC4)ccc3n2C)CC1	6	8	-0.2	-3	103	-1	105	-1	0.9	-6
CCSc1nnc(NC(=O)c2ccc(Br)s2)s1	2	8	-0.4	0	100	18	84	-3	0.9	-13
CCOc1ccc(CNC2CCCc3ccccc32)cc1 (centres undefined)	2	16	-0.2	-7	104	3	99	-12	0.8	5
CCc1ccc(NCc2cc3c(C)nn(-c4ccccc4)c3[nH]c2=O)cc1	10	20	-0.3	1	99	4	102	7	0.8	8

Entries listed so far containing a nitro group on carbon (three):
SMILES	G6PDH counter	Diaph inh CS	Hsp70 activator	STAT1 blocker	STAT1 act	STAT3 inh	STAT3 act	TLR4 MyD88 comp	Diaph act CS	APP transl inh
Cc1nn(-c2ccc([N+](=O)[O-])cc2)c(N)c1-c1ccccc1	4	-2	0.5	-65	164*	-6	109	-5	1	-152
Nc1ccc(Sc2ccc([N+](=O)[O-])cc2)cc1	6	14	0.0	-2	101	33	78	-1	0.9	-19
COc1cc(OC)cc(C(=O)N2CCN(Cc3ccccc3[N+](=O)[O-])CC2)c1	14	29	-0.4	9	92	-3	103	-9	0.7	18

(listing goes on)
SMILES	G6PDH counter	Diaph inh CS	Hsp70 activator	STAT1 blocker	STAT1 act	STAT3 inh	STAT3 act	TLR4 MyD88 comp	Diaph act CS	APP transl inh
Clc1ccc(-c2ccnc(-n3cccc3)n2)s1	5	32	-0.1	1	98	-26	131	6	0.7	-13
CC1(C)S[C@@H]2[C@H](NC(=O)[C@H](N)c3ccccc3)C(=O)N2[C@H]1C(=O)O	9	10	-0.1&-0.2	-2&-6	102&106	-1&-4	103&106	-24&7	0.9	-5&-12
C1=C(c2ccccc2)Nc2nnnn2C1c1cccs1 (centres undefined)	2	8	-0.2	3	97	-9	108	11	0.9	-19
CC1(C)NC(C)(C)C(O)(C(N)=O)C1=O (centres undefined)	2	-6	-0.4	-5	104	8	96	-8	1.1	-1
Cc1nn(C)c(C)c1NC(=O)c1cnn2c(C(F)F)cc(-c3ccccc3)nc12	6	/	-0.4	-4	104	4	101	1	/	-2
Cc1ccccc1OCC(O)CN1CCN(CC(O)COc2ccccc2C)CC1 (centres undefined)	12	2	0.0	5	95	7	102	-7	1	-38
Cc1nn(Cc2ccccc2Cl)c(C)c1C(=O)NCc1ccco1	-4	9	-0.1	-2	102	6	98	-2	0.9	-12
Cc1c(NC(=O)C2CCCN2S(=O)(=O)c2ccc(Cl)cc2)c(=O)n(-c2ccccc2)n1C (centres undefined)	10	9	-0.2	9	92	10	94	5	0.9	-1
COc1ccc(N2C(=S)N(C(=O)c3ccccc3)C(=Nc3ccccc3)C2=Nc2ccccc2)cc1	/	/	0.0	-3	104	-8	110	2	/	-41
CC(C)NC(=O)C12CC3CC(C1)CC(C(=O)NC(C)C)(C3)C2	12	7	-0.1	2	96	2	102	6	0.9	-3
N#Cc1c(NC(=S)NC(=O)c2ccccc2)sc2c1CCN(CCc1ccccc1)C2	6	13	-0.6	10	91	3	96	-3	0.9	-16
COC(=O)Cn1cc(/C=N/NC(=O)c2ccc(C#N)cc2F)c2ccccc21	7	11	0.2	-5	105	-1	106	-4	0.9	-3
COc1cc(Cl)cc(/C=N/NC(N)=O)c1O	54*	26	-0.3	-6	104	12	98	1	0.7	9
C=CCN1C(=O)C(O)(CC(=O)c2ccc(Cl)cc2)c2ccccc21 (centres undefined)	-1	20	-0.3	-2	102	1	102	-18	0.8	2
Cc1ccc(NC(=O)C(NS(=O)(=O)c2cccc3nsnc23)C(C)C)nc1 (centres undefined)	16	4	-0.2	-1	100	6	99	1	1	-11
COc1ccc(Cl)cc1N(CC(=O)N/N=C/c1ccc(OCC(N)=O)cc1)S(C)(=O)=O	0	4	-0.4	0	97	6	99	5	1	1
CN(C)S(=O)(=O)c1cccc(NC(=O)COC(=O)CCSc2ccc(Cl)cc2)c1	-21	20	-0.3	2	98	2	101	-61	0.8	-18
Cc1ccc(C(C)C)cc1OCCN1CCCC1	10	0	0.0	-9	108	6	103	-2	1	-4
COc1ccc(/C=C2\SC(=S)NC2=O)cc1OS(=O)(=O)c1ccc(NC(C)=O)cc1	4	44	0.0	6	94	2	100	-21	0.6	-7
Cc1cnc(C(=O)Nc2ccc(N3CCN(C(=O)OC(C)(C)C)CC3)cc2)cn1	-7	7	0.2	4	96	27	81	-14	0.9	-3
CCN(CC)S(=O)(=O)c1ccc(C)c(NC(=S)Nc2cccc(S(=O)(=O)N3CCCCCC3)c2)c1	2	14	-0.1	-6	105	-6	103	0	0.9	19
COC(=O)c1cn[nH]c1N	-2	9	-0.1	-3	104	4	100	1	0.9	-9
COc1ccc(CCNC(=O)C2CCN(Cc3nc(-c4ccccc4C)oc3C)CC2)cc1OC	0	8	-0.4	7	93	15	90	-7	0.9	0
Cc1nc(-c2cccc(NC(=O)c3cc4cc(Br)ccc4oc3=O)c2)cs1	7	-17	0.0	5	95	6	105	6	1.2	-11
O=C(O)C(=O)/C(=C\c1ccc(Cl)cc1)c1ccc2ccccc2n1	-1	4	0.1	-34	130*	-45	147*	-14	1	-86
COc1ccc(NC(=O)Nc2ccc(OC)c(OC)c2)c([N+](=O)[O-])c1	7	6	-0.1	1	99	9	94	4	0.9	-9
N/C(Cn1cncn1)=N\NC(=O)C(=O)Nc1ccc(Cl)cc1Cl	7	13	-0.5	1	96	0	104	-3	0.9	1
CCN(C(=O)C(C)OC(=O)C1C(C(=O)OC)=C(C)NC(C)=C1C(=O)OC)c1ccccc1 (centres undefined)	5	12	0.0	15	85	13	97	-9	0.9	2

High-throughput results: PubChem BioAssay, several laboratories
